CRFBP-R2 agonist: agonists of human CRF-binding protein/CRF-R2 receptor complex; HEK293 CRF-R2/CRF-BP, calcium dye fluorescence (FLIPR); percent of saturating CRF peptide response; activation, % at 13.2 µM; 0.46% of 350,000 active; AID 588473;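 active = activation of at least 50%, plus an integration ratio under a set limit after plate pattern correction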;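 also: plate controls were neutral control wells without compound for no effect and CRF at EC100 for full effect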
PHOSPHO1 inh: PHOSPHO1 (human) inhibition; Q8TCT1; recombinant PHOSPHO1, absorbance phosphatase assay; inhibition, % at 13.3 µM; 1.1% of 290,000 active; AID 1565; in the data active = inhibition above about 60%
Target sequence (Q8TCT1 whole entry, looked up): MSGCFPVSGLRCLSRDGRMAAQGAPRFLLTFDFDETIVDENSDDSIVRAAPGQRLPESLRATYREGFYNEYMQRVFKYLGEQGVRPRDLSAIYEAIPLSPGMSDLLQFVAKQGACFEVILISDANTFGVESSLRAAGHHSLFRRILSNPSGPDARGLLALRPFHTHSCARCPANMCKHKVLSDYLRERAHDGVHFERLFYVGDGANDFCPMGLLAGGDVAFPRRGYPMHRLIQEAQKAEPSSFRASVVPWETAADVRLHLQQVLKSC
CHRM4 PAM: CHRM4 positive allosteric modulation; P08173; CHO-K1 hM4/Gqi5, Fluo-8 calcium fluorescence, ACh EC20; 0% = ACh EC20, 100% = maximal ACh; activation, % at 3 µM; 0.4% of 360,000 active;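 active = activation above its plate's cutoff, the mean activation of sample wells plus 3 SD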; also: some results filed as inactive read as strong as hits
Target sequence (P08173 whole entry, looked up): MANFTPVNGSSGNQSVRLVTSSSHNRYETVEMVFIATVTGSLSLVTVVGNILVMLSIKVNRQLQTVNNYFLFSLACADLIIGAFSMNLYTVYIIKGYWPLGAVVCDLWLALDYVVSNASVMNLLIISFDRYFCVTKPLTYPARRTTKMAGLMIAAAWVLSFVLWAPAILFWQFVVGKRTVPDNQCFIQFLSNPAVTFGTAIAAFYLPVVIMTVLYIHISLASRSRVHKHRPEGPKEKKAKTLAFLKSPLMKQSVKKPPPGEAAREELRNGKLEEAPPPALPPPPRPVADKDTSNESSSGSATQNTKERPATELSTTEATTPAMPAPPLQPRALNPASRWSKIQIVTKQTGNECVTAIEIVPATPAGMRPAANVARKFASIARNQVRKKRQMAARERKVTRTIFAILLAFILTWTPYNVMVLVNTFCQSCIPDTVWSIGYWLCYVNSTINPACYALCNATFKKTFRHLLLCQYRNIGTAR
GalR3 antag: human GalR3 antagonism; HEK293 GalR3-CNG cAMP membrane potential fluorescence; galR3 body fused to GalR1 C-terminus; inhibition, % at 3 µM; 0.44% of 360,000 active;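 active = inhibition above the screen-wide average plus 3 SD, cut at about 13% in these data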;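 also: forskolin and galanin both at EC90 stimulate the cells; cAMP rise reported by CNG channel membrane potential dye signal; 0% = forskolin plus galanin with DMSO and 100% = forskolin alone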
Target sequence (O60755 1-299 limits assumed): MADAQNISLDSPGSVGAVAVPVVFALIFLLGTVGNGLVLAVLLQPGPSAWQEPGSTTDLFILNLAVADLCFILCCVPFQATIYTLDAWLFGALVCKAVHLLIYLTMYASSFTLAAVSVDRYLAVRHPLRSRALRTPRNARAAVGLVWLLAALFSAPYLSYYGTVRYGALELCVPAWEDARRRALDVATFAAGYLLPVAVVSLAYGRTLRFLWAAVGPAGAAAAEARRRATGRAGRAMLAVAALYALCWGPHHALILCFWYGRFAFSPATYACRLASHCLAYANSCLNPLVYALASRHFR
IDE cell activ: IDE (human) activation, cell-based; HEK cells, FAbeta-B cleavage, fluorescence polarization; 0% vehicle, 100% cell-free pure enzyme wells; activation, % at 5.96 µM; 0.073% of 340,000 active; AID 493087;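 active = activation above the mean of all tested compounds plus 3 SD, set per screening campaign, cut at about 17% in these data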
MEKK3 PB1 HTS: modulators (inhibitors or enhancers) of MEK5 binding to human MEKK3 PB1 domain; 1.4% of 290,000 active; binding response (% of control), % at 10 µM; bead-based flow cytometry, Alexa488-MEK5 binding to MEKK3; actives lie on both sides; 0 = blocked by unlabeled MEK5, 100 = vehicle; Q99759;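 active = binding response more than 3 SD above or below the average of its plate-row segment, actives on both sides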;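 also: Alexa488 bead fluorescence after subtracting the streptavidin-only scavenger bead signal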
p-CIP stab down: p/CIP protein destabilization. F442A p/CIP-EGFP cells, EGFP fluorescence, 16 h. Q05BA5. AID 1984. decrease of EGFP signal, % at 10 µM. 0.01% of 290,000 active;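 active = EGFP signal decrease of at least 30% at 10 µM or well 3 SD below plate mean, unless failing retest; inactive = the rest, including hits failing retest or dose response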; also: some compounds called inactive have numbers as strong as hits; many of its hits are not listed in these tables
IDE cell inh: cellular human IDE inhibition. HEK cells, FAbetaB cleavage, fluorescence polarization. inhibition, % at 5.59 µM. AID 434962. 0.41% of 320,000 active. P14735;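 active = percent inhibition above the average of all tested compounds plus 3 SD, set per screening campaign, cut at about 16% in these data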;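 also: IDE supplied by intact live HEK cells; FP after avidin binding of uncleaved biotin substrate so inhibition keeps polarization high; 0% = DMSO wells and 100% = 60 µM reference IDE inhibitor Ii1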
CRFR2-BP antag: antagonists of CRF-binding protein/CRF-R2 receptor complex. HEK293 CRF-R2/CRF-BP, CRF-induced calcium fluorescence. inhibition, % at 11.8 µM. 0.59% of 350,000 active;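 active = inhibition of the ligand-induced calcium signal above about 50% at the single tested concentration, limit read from the data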
Starred values were filed as active, the others as inactive; . = not tested or not shown; & = joins results of further samples. Random draw from the library; any-hit rate near 4.2%.

compound,CRFBP-R2 agonist,PHOSPHO1 inh,CHRM4 PAM,GalR3 antag,IDE cell activ,MEKK3 PB1 HTS,p-CIP stab down,IDE cell inh,CRFR2-BP antag
OC(c1ccccc1)c1ccccc1CN1CCCNC1=S (stereo unspecified),1.0,.,-2,-3,.,.,.,.,2
CCN1CCN(Cc2ccc(NC(=O)c3ccc(C)c(NC(=O)c4ccno4)c3)cc2C(F)(F)F)CC1,-1.6&2.4,44,-2&-2,5&-3,2,95,3,-3,-11&-2
COc1ccccc1N(Cc1ccccc1)S(=O)(=O)c1cccc(C(=O)Nc2cc(C)ccn2)c1,0.1,53,0,1,10,107,1,1,8
C/C=C/C(=O)OCC(=O)Nc1ccc(OC)c(OC)c1,0.1,24,2,-3,3,101,4,3,-15
CC(=O)n1cc([C@@H]2C=C(C(=O)N3CCN(Cc4ccccc4)CC3)O[C@H](OCc3ccc(CO)cc3)C2)c2ccccc21,3.8,44,-8,-2,-2,106,-9,6,-9
CC1CCN(S(=O)(=O)c2ccc(C(=O)N3CCOCC3)cc2)CC1,-0.3,34,4,1,3,105,2,1,14
CN/N=C(\Cc1nc2ccccc2[nH]1)c1ccc([N+](=O)[O-])cc1,5.7,5,-15,-5,-4,108,15,.,-3
FC(F)(F)c1cc(-c2ccco2)nc(NCc2ccccc2)n1,-0.2,48,-5,-5,-1,94,-7,-1,-16
CCOC(=O)N1CCN(C(=O)CSc2nc3c([nH]c4ccccc43)c(=O)n2CCOC)CC1,-0.8,-2,-5,-3,2,100,-11,-6,-10
Cc1ccc(C(=O)N/C(=C\c2ccc(F)cc2)C(=O)NCc2ccncc2)cc1,2.5,-2,4,.,5,105,1,5,14
O=C(CN1C(=O)/C(=C\c2ccccc2Cl)Sc2ccccc21)NCCCN1CCOCC1,0.3,22,-1,3,6,106,-2,2,-6
S=C(NCCc1ccccc1)N1CCN(Cc2ccc(Cl)c(Cl)c2)CC1,4.7,-41,-4,7,0,103,-8,-1,-3
COCCn1c(SCC(=O)Nc2cc(C)on2)nc2cc(Cl)ccc2c1=O,2.1,.,3,0,5,.,.,2,-11
CC1=C(C(=O)OC(C)C)C(c2cccnc2)C2=C(CC(C)(C)CC2=O)N1 (stereo unspecified),-2.8,-3,4,1,-2,92,4,0,-1
O=C(Cc1cccc2ccccc12)N/N=C/c1ccc(OC(=O)/C=C/c2ccco2)cc1,2.6,6,-4,-5,6,95,-22,-3,16
COc1cccc(-c2nc(CS(=O)(=O)CC(=O)NCCc3cc(OC)ccc3OC)c(C)o2)c1,-1.4,22,0,-3,5,102,0,5,12
C#CCNc1nc(CC)nc2c1nnn2Cc1ccccc1F,0.5,6,5,-2,-1,100,9,-1,-49
CCc1c(C)nc2ncnn2c1Nc1ccc(C)cc1,-0.6,9,-2,-3,1,109,-4,-2,13
CC1Cc2ccccc2N1C(=O)CCS(=O)(=O)c1cccc2nonc12 (stereo unspecified),-1.5,-6,-4,0,1,97,-5,-2,2
O=C(CC1NCCNC1=O)Nc1ccc(Oc2ccccc2)cc1 (stereo unspecified),-1.7,4,24,-2,3,80,-6,6,17
CCC1CCCCN1CCNC(=O)C1CCN(S(=O)(=O)c2cccc3nsnc23)CC1 (stereo unspecified),1.9,23,-21,-1,-1,97,-5,-2,-1
NC1=CC(=O)C(=O)c2cccnc21,0.5,.,11,-6,.,.,.,.,5
O=C1CCN(CCc2ccccc2)CCN1CCSc1ccc(Br)cc1,-3.3,35,-5,-5,-4,94,-6,4,-9
COc1ccc(-n2c(SCC(=O)Nc3ccc(C(=O)O)cc3)nnc2-c2ccccc2)cc1OC,1.5,2,-3,-11,2,100,-1,7,11
CCCCCCCCNC(=S)NCCN1CCCCC1,1.4,8,-13,-10,4,114,11,.,-26
COc1ccc(NC(=O)COc2ccc(C(=O)OCC(=O)N(C(C)C)C(C)C)cc2OC)cc1,-0.2,36,3,-1,-2,118,2,1,3
COc1cc(C(=O)Nc2cccc(-c3nc4cc(C)ccc4o3)c2C)cc(OC)c1OC,1.5,-15,7,0,3,100,3,9,-8
Cc1cc(=O)[nH]c(SCC(=O)Nc2c(C)n(C)n(-c3ccccc3)c2=O)n1,0.1,.,-3,-2,2,.,.,0,-7
CSC1=NCCN1C(=O)c1cccc(Br)c1,0.4,13,1,-5,-4,98,2,4,7
Cc1ccc(S(=O)(=O)N2CCOCC2)cc1NC(=O)CSCc1c(C)noc1C,-1.0,.,3,-5,-1,.,.,11,-7
O=S(=O)(c1ccc(Cl)cc1)N1CCN(CCc2ccncc2)CC1,-0.4,19,-5,-10,0,96,0,2,0
CCN(C[C@H]1N[C@@](Cc2ccccc2)(C(=O)OC)[C@H]2C(=O)N(C)C(=O)[C@@H]12)C(=O)NC(C)C,0.4,.,7,-1,3,.,.,4,19
O=C(NCCN1CCOCC1)c1cccnc1SCc1ccccc1Cl,-0.8,-36,0,-3,2,104,-6,1,13
COc1cc(OC)cc(OC(=O)c2ccc3c(=O)n4c(nc3c2)CCC4)c1,1.2,.,-2,-3,3,.,.,-8,-10
COc1ccccc1OCCn1c(C)c(C=O)c2ccccc21,-1.5,-1,-8,0,3,106,-12,2,0
CCCNC(=O)COCc1cc(-c2ccc3c(c2)OCO3)on1,-1.1,15,-5,-8,1,98,11,7,-4
CCOC(=O)C1CCN(C(=O)c2cc(S(=O)(=O)N3CCOCC3)ccc2C)CC1,1.0,.,1,-4,1,.,.,4,6
O=C(Nc1ccc(NC(=O)c2cccs2)cc1)c1ccc2c(c1)OCO2,-0.5,-15,4,-3,-4,107,0,6,-4
Cc1coc2c(C)c3oc(=O)c(CCC(=O)N4C[C@H]5C[C@@H](C4)c4cccc(=O)n4C5)c(C)c3cc12,0.3,23,3,-4,-3,101,-5,-1,-4
COc1ccc(C(C[N+](=O)[O-])c2c(-c3ccccc3)cc3ccccn23)c(OC)c1 (stereo unspecified),16,31,-1,-7,-2,103,-6,-6,-54
O=C(Cn1ncc2c([nH]c3ccccc32)c1=O)N1CCOCC1,0.2,-34,-2,1,7,103,0,-3,0
COc1ccc(OC)c(NC(=O)c2cc(-c3cc(C)cc(C)c3O)n[nH]2)c1,0.3,23,2,-3,1,93,1,3,-9
CC(C)(C)n1nnnc1C(c1ccc2ncccc2c1)N1CCSCC1 (stereo unspecified),-1.2,-22,-4,-9,-1,98,8,6,-13
CCOC(=O)/C=C1\CN(Cc2cc(OC)c(OC)c(OC)c2)S(=O)(=O)c2ccccc21,-1.3,10,14,-2,4,100,-7,0,-2
CCOc1ccc(/C(O)=C2/C(=O)C(=O)N(CCOCCO)C2c2cccnc2)cc1 (stereo unspecified),-0.5,8,10,-6,11,104,-1,4,5
CCC(=O)c1cn(CC(=O)NCc2cccnc2)c2ccccc12,-2.7,-2,0,-9,-3,73,-7,1,9
O=S(=O)(c1ccc(Cl)cc1)c1nc(-c2ccccc2F)oc1NCCCN1CCOCC1,-1.7,18,4,-1,3,101,-8,6,-38
CC(=O)c1cccc(OCC(=O)OCC(=O)Nc2cc(S(=O)(=O)N3CCCCC3)ccc2C)c1,-2.7,.,7,-4,3,.,.,2,12
Cc1oc(-c2ccccc2)nc1CS(=O)CC(=O)NC1CCCCCC1 (stereo unspecified),-5.0,21,5,-3,3,101,2,11,23
CC(=O)c1c(Nc2ccc3c(c2)OCCO3)oc(C)cc1=O,-2.9,-2,4,-1,-4,105,3,1,11

(continued)
compound,CRFBP-R2 agonist,PHOSPHO1 inh,CHRM4 PAM,GalR3 antag,IDE cell activ,MEKK3 PB1 HTS,p-CIP stab down,IDE cell inh,CRFR2-BP antag
CCCCOC(=O)C1=C(C)Nc2ncnn2C1c1ccc(OC)c(OC)c1OC (stereo unspecified),-1.4,2,-4,-5,0,101,-10,2,5
COc1ccc(CNC(=O)[C@H](Cc2c[nH]c3ccccc23)NC(C)=O)cc1OC,0.0,27,13,-9,-1,97,2,2,-6
CN(Cc1ccccc1)C(=O)c1nc2ccccn2c1CNCCn1cccn1,-1.1,20,2,-2,1,90,-10,-4,1
O=C(O)/C(=C\c1c(C(=O)O)[nH]c2cc(Cl)cc(Cl)c12)c1ccccc1,-0.6,.,0,-4,8,.,.,1,-8
CNC(=O)CSc1nc(-c2ccccc2)c(-c2ccccc2)o1,-1.7,20,-6,-7,-1,111,-6,4,5
Cc1ccc(/C=N/Nc2cccc3cccnc23)c(O)c1,-0.7,98*,4,-7,3,109,10,3,-19
CC(C)CNC(=O)/C=C/C(=O)O,-1.8,32&2,7,-5,0,102&78,1&-2,0,7
COc1ccc2[nH]c(=O)c(CN(Cc3cccs3)C(=S)Nc3ccccc3)cc2c1,.,-10,.,.,.,100,-7,3,.
CCC(C)c1ccc(NC(=O)c2cnn3c(C(F)F)cc(C)nc23)cc1 (stereo unspecified),2.4,-27,6,3,.,98,6,2,-22
O=C(c1ccc(Cl)cc1)C1C2C(=O)N(c3ccccc3)C(=O)C2C2CCCN21 (stereo unspecified),-2.8,84*,2,4,4,118,3,.,-11
O=C(CN1CCOCC1)Nc1ccccc1Cl,-1.4,-3,-2,-7,0,101,-7,3,21
CCCC1=C/C(=C/c2ccc(-c3ccccc3OC)o2)C(=O)O1,1.5,0,2,0,-1,86,0,1,-4
Cc1ccc(N(C(C)C(=O)Nc2ccc(S(=O)(=O)N3CCOCC3)cc2)S(C)(=O)=O)cc1 (stereo unspecified),-0.8,-24,18,-4,3,99,7,-2,-12
CCN1CCCC1CNC(=O)Cn1cc2c(n1)CCC(C)C2 (stereo unspecified),-2.5,-2,-3,0,5,99,0,5,10
CC(=O)NCC(=O)NC1CC(C)(C)Cc2c1cnn2-c1ccccc1 (stereo unspecified),0.7,13,-2,-8,3,90,-7,3,9
CCC(C)(CC(=O)O)CC(=O)Nc1cc(C(F)(F)F)cc(C(F)(F)F)c1 (stereo unspecified),0.2,3,25,-3,-5,82,-5,0,3
O=C(COc1ccc2ccc(=O)oc2c1)NC1CCCCC1,-0.7,.,10,-3,-2,.,.,-5,-1
COc1ccc(NC2CCCN(C(=O)CSc3ccccc3)C2)cc1OC (stereo unspecified),-0.4,28,-3,-2,2,102,-12,2,3
Cc1cccc(-c2nc3ccccc3c(=O)[nH]2)c1,-1.7,29,-5,-8,3,104,-5,1,-25
COc1ccc(C(=O)Nc2cccc(C)c2)cc1S(=O)(=O)N1CCOCC1,-1.0,10,11,-6,0,105,-6,-1,-2
COc1ccc(C(=O)COC(=O)c2ccc(Cl)nc2)c(OC)c1,-2.2,.,5,-2,0,.,.,-2,15

Exported with each value named: 3 of the compounds above.
> CCC(C)c1ccc(NC(=O)c2cnn3c(C(F)F)cc(C)nc23)cc1 (stereo unspecified)
  CRFBP-R2 agonist: 2.4; PHOSPHO1 inh: -27; CHRM4 PAM: 6; GalR3 antag: 3; IDE cell activ: .; MEKK3 PB1 HTS: 98; p-CIP stab down: 6; IDE cell inh: 2; CRFR2-BP antag: -22
> O=C(c1ccc(Cl)cc1)C1C2C(=O)N(c3ccccc3)C(=O)C2C2CCCN21 (stereo unspecified)
  CRFBP-R2 agonist: -2.8; PHOSPHO1 inh: 84*; CHRM4 PAM: 2; GalR3 antag: 4; IDE cell activ: 4; MEKK3 PB1 HTS: 118; p-CIP stab down: 3; IDE cell inh: .; CRFR2-BP antag: -11
> O=C(CN1CCOCC1)Nc1ccccc1Cl
  CRFBP-R2 agonist: -1.4; PHOSPHO1 inh: -3; CHRM4 PAM: -2; GalR3 antag: -7; IDE cell activ: 0; MEKK3 PB1 HTS: 101; p-CIP stab down: -7; IDE cell inh: 3; CRFR2-BP antag: 21
